CHRM5 antagonist – antagonists of human muscarinic M5 receptor (CHRM5); P08912; CHO-hM5 cells, Fluo-8 calcium fluorescence, ACh EC80; inhibition, % at 3 µM; hit rate 0.59% among 360,000; AID 624040;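 active means inhibition above a per-plate cutoff, the mean of that plate's test compounds plus 3 SD, cut at about 27% in these data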;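 further: 0% = acetylcholine EC80 with DMSO and 100% = DMSO without agonist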
Target sequence (P08912 whole entry, looked up): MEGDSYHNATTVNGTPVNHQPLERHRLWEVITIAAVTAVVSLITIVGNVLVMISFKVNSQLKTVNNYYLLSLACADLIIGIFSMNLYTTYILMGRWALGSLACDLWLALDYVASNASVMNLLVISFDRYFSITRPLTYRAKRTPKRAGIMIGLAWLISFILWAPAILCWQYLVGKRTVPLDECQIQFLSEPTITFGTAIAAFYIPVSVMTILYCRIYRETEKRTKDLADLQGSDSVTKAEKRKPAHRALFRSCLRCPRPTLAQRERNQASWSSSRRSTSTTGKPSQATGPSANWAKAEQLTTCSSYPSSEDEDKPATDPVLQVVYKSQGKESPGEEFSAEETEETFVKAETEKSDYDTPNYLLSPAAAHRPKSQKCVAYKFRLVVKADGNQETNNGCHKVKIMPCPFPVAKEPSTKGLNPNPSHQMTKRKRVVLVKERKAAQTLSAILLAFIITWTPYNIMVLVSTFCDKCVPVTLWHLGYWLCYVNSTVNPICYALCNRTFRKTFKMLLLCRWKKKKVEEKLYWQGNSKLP
M5 ag – CHRM5 agonism in calcium assay | activation, % at 3 µM | CHO-K1 hM5 cells, Fluo-8 calcium fluorescence; 0% DMSO wells, 100% maximal acetylcholine response | hit rate 0.19% among 360,000 | P08912 | AID 624037;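 active means activation above the run's mean over test compounds plus 3 SD, cut at about 23% in these data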;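 further: signal is peak over basal fluorescence ratio across the kinetic read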
M1 ag parental – counter-screen for M1 agonists: effect in parental CHO-K1 cells | hit rate 0.48% among 360,000 | activation, % at 3 µM | Fluo-8 calcium fluorescence; scaled to maximal ATP response, vehicle zero; in the data active means activation above about 15%;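 further: untransfected CHO-K1 host cells lacking M1 receptor as counterscreen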
CHO-K1 Ca PAM – M1 PAM counterscreen hit in parental CHO-K1 cells. ATP EC20, Fluo-8 calcium fluorescence; 0% at ATP EC20, 100% at ATP max. activation, % at 3 µM. hit rate 0.02% among 360,000. AID 602247;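 active means activation above the run cutoff, the mean activation of all test compounds plus 3 SD, cut at about 40% in these data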;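 further: peak over basal fluorescence ratio in a 140 s read after ATP addition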
CHO-K1 Ca antag – M1 antagonist counterscreen hit in parental CHO-K1 cells | ATP-induced calcium, Fluo-8 fluorescence | AID 602250 | inhibition, % at 3 µM | hit rate 0.6% among 360,000;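 active means inhibition above a per-plate cutoff, the plate's mean sample inhibition plus 3 SD, cut at about 24% in these data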;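 further: 0% = DMSO plus EC80 ATP and 100% = DMSO alone without ATP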
CHRM4 antagonist – blocks acetylcholine activation of human M4 receptor; P08173; CHO-hM4 cells, ACh EC80, Fluo-8 calcium fluorescence; inhibition, % at 3 µM; hit rate 0.73% among 360,000; AID 624125;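 active means inhibition above its plate's cutoff, the mean inhibition of sample wells plus 3 SD, cut at about 27% in these data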;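 further: 0% = acetylcholine EC80 with DMSO and 100% = DMSO without agonist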
Target sequence (P08173 whole entry, looked up): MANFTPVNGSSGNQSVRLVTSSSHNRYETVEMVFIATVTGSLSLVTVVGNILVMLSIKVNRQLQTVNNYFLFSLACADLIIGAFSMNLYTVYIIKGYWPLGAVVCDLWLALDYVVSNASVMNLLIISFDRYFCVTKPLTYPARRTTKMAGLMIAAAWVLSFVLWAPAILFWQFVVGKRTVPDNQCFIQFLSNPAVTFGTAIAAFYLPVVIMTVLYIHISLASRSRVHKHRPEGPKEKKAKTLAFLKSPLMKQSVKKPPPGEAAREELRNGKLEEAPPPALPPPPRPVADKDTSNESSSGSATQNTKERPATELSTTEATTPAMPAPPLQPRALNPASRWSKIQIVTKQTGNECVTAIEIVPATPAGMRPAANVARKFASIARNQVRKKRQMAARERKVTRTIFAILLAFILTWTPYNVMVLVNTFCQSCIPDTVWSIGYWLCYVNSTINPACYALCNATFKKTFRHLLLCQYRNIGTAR
M4 PAM – potentiates acetylcholine response at human M4 receptor. CHO-K1 hM4/Gqi5, Fluo-8 calcium fluorescence, ACh EC20; 0% = ACh EC20, 100% = maximal ACh. P08173. activation, % at 3 µM. hit rate 0.4% among 360,000;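 active means activation above its plate's cutoff, the mean activation of sample wells plus 3 SD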; further: some results filed as inactive read as strong as hits
M4 ag – agonists of human muscarinic M4 receptor (CHRM4); AID 624127; hit rate 0.14% among 360,000; CHO-K1 hM4/Gqi5, Fluo-8 calcium fluorescence; vehicle 0%, full acetylcholine response 100%; activation, % at 3 µM; P08173;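 active means activation above the run mean over all test wells plus 3 SD, cut at about 32% in these data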;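 further: peak over basal fluorescence ratio per well then scaled between controls; 0% = DMSO wells and 100% = acetylcholine at EC100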
M5 PAM – potentiates acetylcholine response at human M5 receptor | CHO-K1 hM5, Fluo-8 calcium, ACh EC20 PAM; 0% = ACh EC20, 100% = ACh EC100 | activation, % at 3 µM | hit rate 0.3% among 360,000 | AID 624038;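 active means activation above the run cutoff, the mean activation of all test compounds plus 3 SD, cut at about 18% in these data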
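System: CHO-K1 cell line with stable human muscarinic M5 receptor expression | Also added: EC20 acetylcholine as agonist stimulus | Compound: One concentration, 3 µM final (nominal) | Timing: Fluo-8 loading 80 min at 37 °C plus 30 min room temperature | Measured by: Fluo-8 calcium dye fluorescence, kinetic read | Read-out basis: % activation, ACh-normalized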
* marks the source's active call; other numbers are inactive results. The order is random; any-hit rate near 2.7%.

No.	mol	CHRM5 antagonist	M5 ag	M1 ag parental	CHO-K1 Ca PAM	CHO-K1 Ca antag
1	COc1cccc(NC(=O)C2COc3ccccc3O2)c1 (centres undefined)	12	-5	0.5	-5	-2
2	Cc1nc(C#N)c(N/N=C/c2cccc(Cl)c2)o1	1	0	1.0	-1	-2
3	O=[N+]([O-])c1ccc(S(=O)(=O)Nc2ccc(-c3ccc(N4CCOCC4)nn3)cc2)cc1	-2	2	3.6	1	0
4	O=C1CCc2cccc(O)c2N1	3	2	13	2	1
5	Cc1ccc(NC(=O)/C(C#N)=C/c2cn(CC(=O)NCc3ccco3)c3ccccc23)cc1C	-8	-1	0.7	23	-6
6	COc1ccccc1CNC(=O)C(CC(C)C)NC(=O)C1CCC(C)CC1 (centres undefined)	-5	-3	0.0	10	-18
7	CCN1CCN(C(=O)CCc2nnc(CCCCc3ccccc3)o2)[C@@H](C)C1=O	5	-5	1.2	31	-20
8	CCCc1c(C(=O)Nc2ccc(F)cc2C)cnn1-c1ccccc1	-3	0	2.8	18	-16
9	CC(=O)Oc1ccc(N(C(C)=O)S(=O)(=O)c2ccc3ccccc3c2)cc1	22	0	1.9	-29	6
10	CCOc1cc(/C=N/NC(=O)c2cccs2)cc([N+](=O)[O-])c1O	-3	-3	-0.3	18	-10

No.	CHRM4 antagonist	M4 PAM	M4 ag	M5 PAM
1	-2	2	1	4
2	-5	-2	4	-8
3	-17	0	14	-15
4	-3	1	1	2
5	-2	1	1	10
6	1	7	0	-5
7	-12	17	1	9
8	5	-3	1	3
9	16	-11	3	-7
10	1	7	1	-6

Full records as entered above. Order of values: CHRM5 antagonist | M5 ag | M1 ag parental | CHO-K1 Ca PAM | CHO-K1 Ca antag | CHRM4 antagonist | M4 PAM | M4 ag | M5 PAM
Results for CCN1CCN(C(=O)CCc2nnc(CCCCc3ccccc3)o2)[C@@H](C)C1=O → 5 | -5 | 1.2 | 31 | -20 | -12 | 17 | 1 | 9
Results for O=C1CCc2cccc(O)c2N1 → 3 | 2 | 13 | 2 | 1 | -3 | 1 | 1 | 2

Next section:
No.	mol	CHRM5 antagonist	M5 ag	M1 ag parental	CHO-K1 Ca PAM	CHO-K1 Ca antag
11	CCCNC(=O)C1(C)CCN(Cc2ccc(C(=O)OCC)cc2)C1 (centres undefined)	11	-2	0.5	18	-7
12	COc1ccc(CCNS(=O)(=O)c2ccc(Br)cc2)cc1OC	-16	7	1.3	-9	7
13	O=C(c1ccc(COc2ccccc2Cl)o1)N1CCCC1	-13	-6	0.0	19	-2
14	Cc1ccc(NC(=O)CN(C)C(=O)c2cc(-c3ccco3)nc3ccccc23)cc1	2	4	0.4	-16	11
15	CCOc1ccc(N(CC(=O)Nc2cc(Cl)ccc2C)S(C)(=O)=O)cc1	-2	-3	2.0	10	-11
16	CCc1nc(SCC(=O)N2CCCCCC2)c2c(=O)n(C)c(=O)n(C)c2n1	13	-5	1.2	0	-6
17	CC(C)Oc1cc(F)ccc1-c1cc(C(=O)NCc2ccccn2)[nH]n1	15	-3	3.0	16	-11
18	Cc1ccc(S(=O)(=O)CCSc2ccc(C(F)(F)F)cn2)cc1	-1	2	-0.4	-25	12
19	CCc1cc2cc(C)cc(C)c2nc1SCC(=O)N1CCCC1	-8	-6	-0.3	17	-6
20	Cc1ccc(NC(=O)C2CC=CCC2C(=O)N2CCCCC2)cc1 (centres undefined)	2	-1	-0.1	10	0

No.	CHRM4 antagonist	M4 PAM	M4 ag	M5 PAM
11	9	-8	2	-4
12	-7	-10	4	16
13	-11	10	1	3
14	-2	4	5	-3
15	6	-8	1	-5
16	-4	3	2	-3
17	4	-2	5	-8
18	10	-6	0	-2
19	-12	-4	0	-15
20	-3	0	0	-4

No.	mol	CHRM5 antagonist	M5 ag	M1 ag parental	CHO-K1 Ca PAM	CHO-K1 Ca antag
21	O=C(Cn1cnc2ccccc2c1=O)N1CCN(c2ccccc2)CC1	-2	-1	-0.3	-1	-8
22	COc1ccc([C@H]2C[C@@H](n3cc(COC(=O)c4ccccc4)nn3)[C@H](O)CN2C(=O)c2cccs2)cc1	14	3	4.7	1	5
23	COc1cc(CC(=O)OCC(=O)N(C)C2CCCCC2)cc(OC)c1OC	7	2	1.2	-21	0
24	COc1ccc2cc(CCNC(=O)c3ccc(S(=O)(=O)N4CCCC4)cc3)c(=O)[nH]c2c1	-3	-3	0.7	0	-2
25	CCOC(=O)c1cc(CNC(=O)c2c(C)oc3c2CCCC3)c(C)o1	-2	4	-0.1	3	9
26	CC1CN(Cc2nc3c(c(=O)n(C)c(=O)n3C)n2CC(=O)c2ccccc2)CC(C)O1 (centres undefined)	-1	2	0.8	29	-20
27	CCCS(=O)(=O)NC(=O)C1(C)CCN(C(=O)c2cc(OC)c(OC)c(OC)c2)C1 (centres undefined)	-8	0	-0.3	12	-8
28	CCN(C(=O)CSC1=Nc2ccccc2C2CC=NN12)C1CCS(=O)(=O)C1 (centres undefined)	-10	0	1.8	23	-7
29	COc1ccccc1NC(=O)c1nn(-c2ccc(F)c(F)c2)ccc1=O	-2	0	0.0	-7	15
30	Cc1c(C)c2ccc(OCC(=O)NCCCN3CCCC3=O)cc2oc1=O	-1	-1	1.4	14	-6

No.	CHRM4 antagonist	M4 PAM	M4 ag	M5 PAM
21	4	-4	1	3
22	-8	-1	11	-3
23	0	-6	4	-19
24	5	-1	1	2
25	-6	5	1	3
26	-3	1	3	-1
27	-11	2	0	3
28	2	4	2	7
29	-7	9	1	-2
30	7	3	3	2

6 compounds picked at random from the list so far:
No.	mol	CHRM5 antagonist	M5 ag	M1 ag parental	CHO-K1 Ca PAM	CHO-K1 Ca antag
9	CC(=O)Oc1ccc(N(C(C)=O)S(=O)(=O)c2ccc3ccccc3c2)cc1	22	0	1.9	-29	6
28	CCN(C(=O)CSC1=Nc2ccccc2C2CC=NN12)C1CCS(=O)(=O)C1 (centres undefined)	-10	0	1.8	23	-7
10	CCOc1cc(/C=N/NC(=O)c2cccs2)cc([N+](=O)[O-])c1O	-3	-3	-0.3	18	-10
11	CCCNC(=O)C1(C)CCN(Cc2ccc(C(=O)OCC)cc2)C1 (centres undefined)	11	-2	0.5	18	-7
14	Cc1ccc(NC(=O)CN(C)C(=O)c2cc(-c3ccco3)nc3ccccc23)cc1	2	4	0.4	-16	11
20	Cc1ccc(NC(=O)C2CC=CCC2C(=O)N2CCCCC2)cc1 (centres undefined)	2	-1	-0.1	10	0

No.	CHRM4 antagonist	M4 PAM	M4 ag	M5 PAM
9	16	-11	3	-7
28	2	4	2	7
10	1	7	1	-6
11	9	-8	2	-4
14	-2	4	5	-3
20	-3	0	0	-4

Remaining list, next part
No.	mol	CHRM5 antagonist	M5 ag	M1 ag parental	CHO-K1 Ca PAM	CHO-K1 Ca antag
31	CC[C@@]1(c2cccc(C)c2)C(=O)N(C(=O)OC)N1C(=O)OC	9	0	0.2	3	-14
32	CC(C)CCn1cnc2c1c(=O)n(CC(=O)NC(N)=O)c(=O)n2Cc1ccccc1	11	0	0.1	4	-10
33	COC(=O)c1ccc(-c2nc(O)c3cnccn23)cc1	8	-4	0.1	13	-8
34	Cc1nnc(NC(=O)CSc2ccc(-c3cccnc3)nn2)s1	6	-4	0.0	-18	11
35	N#CC1=C(N)Oc2cc(N)ccc2C1c1ccc(Cl)cc1 (centres undefined)	-13	5	1.2	-2	-2
36	CCc1ccc(NC(=O)C(C)Nc2ccc(S(=O)(=O)NC(C)=O)cc2)cc1 (centres undefined)	-1	2	0.2	9	5
37	Cc1ccc(S(=O)(=O)Nc2ccccc2C(=O)N2CCOCC2)cc1	-23	4	0.7	6	-6
38	COc1cccc(/C=N/N2CCN(c3ccc(Cl)cc3)CC2)c1OC	18	1	8.8	3	7
39	CCOc1ncccc1-c1nc(-c2cccs2)no1	10	0	1.1	-2	-14
40	CCOC(=O)N1CCN(C(=O)C2CC(c3cc(OC)ccc3OC)=NO2)CC1 (centres undefined)	3	5	0.3	-7	-12

No.	CHRM4 antagonist	M4 PAM	M4 ag	M5 PAM
31	0	10	0	0
32	-4	2	1	-3
33	-3	3	34*	-1
34	3	-12	0	-5
35	-4	3	1	0
36	-1	1	0	1
37	-16	8	1	8
38	19	-12	23	-13
39	4	6	0	1
40	5	-3	0	-7

No.	mol	CHRM5 antagonist	M5 ag	M1 ag parental	CHO-K1 Ca PAM	CHO-K1 Ca antag
41	Cc1c(Cl)cccc1NC(=S)NCCc1ccc(F)cc1	2	-7	1.1	-2	-2
42	Cc1ccccc1NC(=O)CCC(=O)OCC(=O)c1cccc([N+](=O)[O-])c1	-2	-1	0.1	18	-7
43	COCCCn1c(Cc2csc(Nc3ccc(F)cc3)n2)nnc1SCC(N)=O	3	-3	0.4	17	-7
44	O=C(CN(Cc1ccc2c(c1)OCO2)C(=O)CSc1nc2ccccc2o1)NC1CCCCC1	-5	-12	1.3	28	-11
45	O=C(O)c1ccc(CNCc2cccc(OCc3ccc(F)cc3)c2)cc1	8	-2	0.2	-6	11
46	Nc1nc(SCc2ccccc2Cl)c2ncn(C3OC(CO)C(O)C3O)c2n1 (centres undefined)	11	4	0.0	21	-1
47	Cc1ncc([N+](=O)[O-])n1CCOC(=O)NC(Nc1ccc(F)cc1)C(Cl)(Cl)Cl (centres undefined)	-8	-3	2.0	-10	-2
48	OC(COCc1cccs1)CN1CCN(c2cccc(Cl)c2)CC1 (centres undefined)	-2	-5	3.7	18	-5
49	CCOC(=O)c1ccc(COC(=O)c2ccc3c(c2)-c2ccccc2C3=O)cc1	-2	0	0.2	2	1
50	CC1=C(C(=O)OCC(Cl)(Cl)Cl)N2C(=O)C(NC(=O)Cc3ccccc3)C2SC1 (centres undefined)	21	14	7.2	-6	1

No.	CHRM4 antagonist	M4 PAM	M4 ag	M5 PAM
41	-9	-10	7	-9
42	-7	12	1	1
43	2	-6	0	1
44	-5	-1	2	-6
45	8	-3	0	-7
46	-1	3	1	4
47	-3	18	6	3
48	6	-5	7	-7
49	4	9	1	5
50	4	-9	23	-18

No.	mol	CHRM5 antagonist	M5 ag	M1 ag parental	CHO-K1 Ca PAM	CHO-K1 Ca antag
51	CCCCCCn1c(N2CCC(C(N)=O)CC2)nc2c1c(=O)n(C)c(=O)n2C	0	-5	1.4	-6	-5
52	CCN(CC)S(=O)(=O)c1ccc(C(=O)OCC(=O)Nc2ccc(-c3nc4ccc(C)cc4s3)cc2)cc1	-8	2	0.1	22	2
53	Oc1c(Cl)cc(Cl)cc1/C=C/c1ccc2cccc(O)c2n1	8	18	9.4	-2	21
54	C/C(=N\NC(=O)c1ccc(N(C)C)cc1)c1ccc(C)c(C)c1	3	-2	0.2	14	5
55	CN1CCC(N2CCN(C3CN(C4CCCC4)S(=O)(=O)C3)CC2)CC1 (centres undefined)	0	2	0.5	6	0
56	Cc1nn(S(=O)(=O)c2ccccc2)c(C)c1Sc1ccc([N+](=O)[O-])cc1	0	-4	5.7	-2	-4
57	Cc1ccc(NC(=O)C(=O)NCCc2c[nH]c3ccccc23)cc1C	18	0	2.8	-2	-9
58	CCN(CCO)Cc1csc2ccc(Cl)cc12	3	-4	1.0	26	-14
59	Cc1ccc(C)c(NC(=O)CCN2C(=O)C3CC=CCC3C2=O)c1 (centres undefined)	2	1	0.5	17	-18

No.	CHRM4 antagonist	M4 PAM	M4 ag	M5 PAM
51	1	-2	3	-3
52	-5	2	2	5
53	10	-13	12	-12
54	1	1	2	0
55	1	2	1	-1
56	9	-15	1	-13
57	0	0	3	-14
58	0	12	1	-1
59	5	-2	0	-2

Screening data from PubChem.
